GLA spleen mod: qHTS Assay for Inhibitors and Activators of Human alpha-Galactosidase From Spleen Homogenate; Alpha-galactosidase A (Homo sapiens), P06280; human spleen homogenate, 4MU-alpha-Gal fluorescence, 40 min; Potency, µM (series often up to 80 µM), inactives show at the highest dose activity change, negative = inhibition, hits mostly inhibitors; hit rate 0.008% among 240,000;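 note: 0% = enzyme with vehicle and -100% = no enzyme basal signal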
Target sequence (P06280 32-429 limits assumed): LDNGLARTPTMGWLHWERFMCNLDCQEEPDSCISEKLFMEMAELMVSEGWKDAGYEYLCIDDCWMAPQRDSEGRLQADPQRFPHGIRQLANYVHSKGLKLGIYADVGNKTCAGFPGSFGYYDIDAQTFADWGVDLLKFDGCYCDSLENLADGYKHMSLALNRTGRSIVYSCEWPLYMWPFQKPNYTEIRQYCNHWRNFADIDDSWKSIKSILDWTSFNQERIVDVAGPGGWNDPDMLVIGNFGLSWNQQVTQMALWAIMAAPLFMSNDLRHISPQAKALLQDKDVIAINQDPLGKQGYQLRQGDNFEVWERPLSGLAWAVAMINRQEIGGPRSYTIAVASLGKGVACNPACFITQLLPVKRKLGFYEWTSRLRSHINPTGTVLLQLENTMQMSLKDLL
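Spleen homogenate 1 ug + cpd (titration) + 4-MU-alpha-D-galactopyranoside 1 mM; 37C 40 min; 50 mM citrate/phosphate pH 5.0, 0.01% Tween-20; stop pH 10; fluorescence 365/440; AC50 via Hill.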
GAA glycogen: qHTS Assay for Inhibitors and Activators of Human alpha-Glucosidase Cleavage of Glycogen. Lysosomal alpha-glucosidase (Homo sapiens), P10253. recombinant GAA, glycogen substrate, Amplex Red glucose oxidase fluorescence. Potency, µM (highest dose often 76.4 µM), for the others: at the highest dose activity change, negative = inhibition, hits mostly inhibitors. hit rate 0.38% among 300,000;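 note: 0% = full enzyme reaction and -100% = no-enzyme basal signal; the screen sought inhibitors and activators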
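Recombinant enzyme (4 nM final) with compounds titrated up to 77 uM and bovine liver glycogen (30 ug) in citrate pH 5.0, 0.01% Tween-20, 37 C 40 min. Released glucose detected by Amplex Red/glucose oxidase (Ex 573/Em 610); AC50 from Hill fits.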
Tau fibril FP: qHTS for Inhibitors of Tau Fibril Formation, Fluorescence Polarization; Microtubule-associated protein tau (Homo sapiens), P10636; K18 P301L tau heparin fibrillization, Alexa594 FP, 6 h; Potency, µM (series often up to 57.7 µM), for inactives: at the top dose activity, negative = inhibition, most hits filed as inhibitors; hit rate 0.39% among 280,000; note: % is set by controls: 0 for no effect and ±100 for the full control effect; nearly all actives have a fitted effect of over 55% in size
Target sequence (P10636 561-689 P618L limits assumed): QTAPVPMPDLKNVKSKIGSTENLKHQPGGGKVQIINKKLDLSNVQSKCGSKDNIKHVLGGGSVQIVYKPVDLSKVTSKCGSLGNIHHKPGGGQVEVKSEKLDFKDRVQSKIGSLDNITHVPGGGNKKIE
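K18 P301L tau (15 uM unlabeled/0.24 uM Alexa 594-labeled, final) + compound + heparin 20 uM final; 100 mM NaOAc pH 7; 6 hr 37 C; ThT 30 uM final added, 1 hr RT; FP ex 555/em 632 nm.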
HTT cytoprotect: qHTS Multiplex Assay to Identify Dual Action Probes in a Cell Model of Huntington: Cytoprotection (ATP) | PC12 HTT-Q103 induced, cytoprotection, ATP luminescence, 40 h | AID 1471, 2008 | hit rate 0.14% among 230,000 | Potency, µM (top dose mostly 56.4 µM), for the others: cytoprotection (ATP increase), most hits filed as activators;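 note: % of control where 0% means no effect; nearly all actives have a fitted effect of over 45% in size; toxic huntingtin expression switched on by the ecdysone agonist tebufenozide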
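PC12 cells stably carrying ecdysone-inducible Htt exon 1 (Q103)–GFP were induced with 100 nM tebufenozide (final) alongside library compounds in a dose series. Cytoprotection was scored as retained ATP by ATPlite luminescence.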
Tau fibril ThT: qHTS for Inhibitors of Tau Fibril Formation, Thioflavin T Binding; Potency, µM (titrated, usually from 57.4 µM), inactives show at the top dose activity, negative = inhibition, most hits filed as inhibitors; recombinant tau K18 P301L, heparin-induced fibrillization, ThT fluorescence; hit rate 2.1% among 270,000; Microtubule-associated protein tau (Homo sapiens), P10636; note: % is set by controls: 0 for no effect and ±100 for the full control effect; nearly all actives have a fitted effect of over 55% in size
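K18 P301L tau (15 uM + 0.24 uM Alexa 594-tagged), heparin 20 uM, NaOAc pH 7, 6 h 37 C; ThT 30 uM, 1 h RT, ex 450/em 510 nm.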
aGlu spleen mod: qHTS Assay for Inhibitors and Activators of Human alpha-Glucosidase From Spleen Homogenate; Lysosomal alpha-glucosidase (Homo sapiens), P10253; hit rate 0.006% among 240,000; Potency, µM (doses to about 79.9 µM), for inactives: at the highest dose activity change, negative = inhibition, most hits filed as inhibitors; AID 2112, 2009; human spleen homogenate, 4-MU-alpha-glucoside fluorescence;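 note: 0% = enzyme with vehicle and -100% = no enzyme basal signal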
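AC50 values come from Hill-equation fits of concentration-response data, normalized to no-enzyme and full-activity controls. Enzyme source: 1 ug human spleen homogenate; 1 mM fluorogenic 4-MU glucoside, pH 5.0 citrate buffer, 37 C, 40 min.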
GAA inh: qHTS Assay for Inhibitors of Human alpha-Glucosidase as a Potential Chaperone Treatment of Pompe Disease | Potency, µM (series often up to 76.9 µM), inactives show top-dose activity change, negative = inhibition, usual class: inhibitors | purified human GAA, 4-MU-alpha-glucoside fluorescence | Lysosomal alpha-glucosidase (Homo sapiens), P10253 | hit rate 0.005% among 200,000;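 note: plate controls were uninhibited enzyme wells for no effect and no-enzyme background for full effect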
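Human enzyme at 4 nM with 400 uM 4-methylumbelliferyl-alpha-D-pyranoside, citrate/phosphate buffer pH 5.0, 0.005% Tween-20, 20 min at room temperature. Compounds up to 77 uM. 4-MU fluorescence (Ex 365/Em 440) read after NaOH/glycine stop; AC50 from Hill fit.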
Tau fluor counter: Counterscreen qHTS for Inhibitors of Tau Fibril Formation, Fluorescence Polarization; Potency, µM (highest dose often 57.7 µM), for inactives: at the highest dose activity change, negative = decrease; tau K18 P301L Alexa594 fluorescence, heparin fibrillization; hit rate 0.93% among 280,000; AID 1463, 2008; note: % is set by controls: 0 for no effect and ±100 for the full control effect; nearly all actives have a fitted effect of over 55% in size
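Human tau K18 P301L (15 uM unlabeled, 0.24 uM Alexa 594-labeled) in 100 mM sodium acetate pH 7 with 20 uM heparin, 6 hr at 37 C. ThT 30 uM added, 1 hr ambient; Alexa 594 FP and total fluorescence read at 555/632 nm.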
* hit, by the source's call; ? = inconclusive; · = not tested or not shown; & = joins results of further samples; [ ] = dose if it differs, or a comment. Calls come from the whole dose curve; as a rule, active = well fitted curve in the direction sought with a large enough effect; inconclusive = small, poorly fitted or top-dose-only effect, or another doubt; inactive = no such curve, though single readings can be large; an effect the other way counts as inactive or inconclusive. Potency is the fitted concentration of half-maximal effect. No enrichment for hits; overall some 3.3% were active at least once.

Start of the data: the first five entries, ahead of the listing:
canonical_smiles	aGlu spleen mod	Tau fibril FP	Tau fluor counter	GAA glycogen	GLA spleen mod	HTT cytoprotect	Tau fibril ThT	GAA inh
O=C(N/N=C/c1ccc(N2CCOCC2)o1)c1ccccc1[N+](=O)[O-]	0%	-4%	-28%	-4%	1%	·	?	-1%
CN(C(=O)c1ccccc1)c1nc2ccccc2s1	2%	0%	-7%	7%	9%	-87%[inhibitor]	-18%	2%
CCOC(=O)C1C(c2ccccc2)N(C)OC1(O)C(F)(F)F (stereo unspecified)	-2%	1%	-5%	-8%	1%	-14%	-4%	-3%
CCOC(=O)c1nc(C)sc1-c1ccnn1S(=O)(=O)c1ccccc1C(F)(F)F	-4%	-3%	-21%	-2%	1%	14%[10 µM]	-13%	-11%
O=C(NC1CC1)c1ccc(Cn2c(SCc3cccc(F)c3)nc3cccnc32)cc1	·	-2%	0%	-4%[76.3 µM]	·	·	4%	·

The list itself, from the first entry:
canonical_smiles	aGlu spleen mod	Tau fibril FP	Tau fluor counter	GAA glycogen	GLA spleen mod	HTT cytoprotect	Tau fibril ThT	GAA inh
O=C(N/N=C/c1ccc(N2CCOCC2)o1)c1ccccc1[N+](=O)[O-]	0%	-4%	-28%	-4%	1%	·	?	-1%
CN(C(=O)c1ccccc1)c1nc2ccccc2s1	2%	0%	-7%	7%	9%	-87%[inhibitor]	-18%	2%
CCOC(=O)C1C(c2ccccc2)N(C)OC1(O)C(F)(F)F (stereo unspecified)	-2%	1%	-5%	-8%	1%	-14%	-4%	-3%
CCOC(=O)c1nc(C)sc1-c1ccnn1S(=O)(=O)c1ccccc1C(F)(F)F	-4%	-3%	-21%	-2%	1%	14%[10 µM]	-13%	-11%
O=C(NC1CC1)c1ccc(Cn2c(SCc3cccc(F)c3)nc3cccnc32)cc1	·	-2%	0%	-4%[76.3 µM]	·	·	4%	·
CC(O)c1cccc(NC(=O)C2CCCCC2)c1 (stereo unspecified)	1%	3%	8%	7%	-6%	·	3%	8%
O=C(N/C=C/c1ccco1)Nc1cccc(Cl)c1	-3%	?	?	-21%	-1%	0%[10 µM]	?	-6%
CCCCCCn1nc(C(=O)OCC(=O)c2c(N)n(C)c(=O)n(C)c2=O)c2ccccc2c1=O	·	?	?	-18%	-8%	-58%[inhibitor]	-6%	-16%
COC(=O)c1cc2sccc2n1Cc1c(C)cc(C)cc1C	·	?	-11%	10%[76.3 µM]	·	·	?	·
Cn1c(O)c(C=NC(CC(N)=O)C(=O)O)c(=O)n(C)c1=O (stereo unspecified)	0%	1%	5%	-5%	3%	-13%[0.074 µM]	5%	-5%
O=C(NCCCn1ccnc1)/C(=C/c1ccco1)NC(=O)c1cccs1	-1%	-1%	-6%	-1%	9%	-32%	-14%	-3%
S=c1[nH]nc(-c2cc(-c3ccccc3)n[nH]2)n1/N=C/c1ccc(Cl)cc1	9%	-7%	?	-3%	-6%	-5%[10 µM]	?	1%[15.4 µM]
Cc1nc(C(F)(F)F)ccc1C(=O)Nc1ccccc1F	-6%	-8%	-14%	8%	-3%	-7%[10 µM]	-11%	-3%
CCn1cnc2cc(NCc3nc4ccccc4n3Cc3ccccc3)ccc21	-4%	-5%	-24%	-21%	0%	-2%[10 µM]	?	2%
COC(=O)CCCC1=CC2=C(c3ccccc3)C(=O)C(C)(OC(=O)C3CCCC3)C(=O)C2=CN1CCc1c[nH]c2ccccc12 (stereo unspecified)	3%[17.4 µM]	1%[11.6 µM]	-8%[11.6 µM]	-11%	-6%[17.5 µM]	-1%&-10%[10 µM]	?	·
Cc1cccc(-n2cnc(C(=O)NNC(=S)Nc3ccccc3)c2)n1	·	4%	-8%	?	5%	-50%	?	3%
COc1ccc(C2C(C#N)=C(N)Oc3cc(C)[nH]c(=O)c32)cc1OC (stereo unspecified)	-1%	0%	3%	-5%	6%	0%[10 µM]	11%	·
CC/C(=N/Nc1ccc(Cl)cc1)c1cnnc(SC)n1	-2%	2%	0%	8%	-5%	2%[0.074 µM]	4%	3%
COc1cccc(NC(=S)NNC(=O)c2ccccc2OC(F)F)c1	8%	7%	-11%	-14%	4%	18%	?	-8%
CCn1c(=O)oc2cc(NC(=O)CCl)ccc21	2%	8%	14%	3%	1%	-141%[inhibitor]	3%	0%
C[C@@H]1CC=C[C@H]2[C@H]1C(=O)N(Cc1ccccc1)[C@H]2c1ccc(F)c(Br)c1	-1%	-2%	21%	0%	-6%	-24%[10 µM]	7%	·
CCOC(=O)c1c(NC(=O)C2CC=CCC2C(=O)O)sc(C)c1CC (stereo unspecified)	14%	-1%	0%	19%	13%	-20%[10 µM]	4%	7%
CC(C)(C)c1ccc(C(=O)Nc2ccc(O)c3c(=O)cc(-c4ccccc4Cl)oc23)cc1	-8%&2%	-2%	-3%	2%	-10%&8%	5%[10 µM]	2%	·
CCOc1ccc(NC(=O)C(=O)NCC2CCCN2CC)cc1 (stereo unspecified)	-7%	-6%	6%	3%	-4%	4%	3%	?
CCOc1ccc(-c2nnc(N)o2)cc1	-1%	0%	2%	7%	1%	-23%	6%	3%
CC1Cc2ccccc2N1C(=O)CSc1nc(-c2ccccc2)cs1 (stereo unspecified)	2%	?	-24%	-10%	-1%	0%[10 µM]	?	-4%
CCOC(=O)Cn1c(=N)n(CCOc2cccc(C)c2)c2ccccc21	-4%	?	0%	-7%	-1%	42%[10 µM]	-11%	-3%
CCOC(=O)c1sc(C)c(C(=O)NCCCN2CCOCC2)c1N	5%	3%	-3%	11%	5%	-3%	-8%	?
CC(C)C1C(c2ccccc2)NC(c2ccccc2)CC1(O)c1ccc(F)cc1 (stereo unspecified)	-4%	-5%	-19%	-7%	0%	5%[10 µM]	-8%	·
O=C(c1cn(-c2ccccc2)nc1-c1ccncc1)N1CCCCC1	5%	-7%	-2%	5%	27%	0%	3%	-10%
CC(C)CCNC(=O)CCn1c(=O)c2cccn2c2cccnc21	·	1%	-1%	7%[76.3 µM]	·	·	-1%	·
CCOC(=O)c1cc(-c2ccccc2)n(CC(=O)Nc2ccc(OC)cc2)c1C	-10%	-7%	-9%	3%	5%	-10%[10 µM]	8%	-7%
Cc1ccc(OCC(=O)NN2C(=O)c3ccccc3C2=O)cc1	7%	-8%	3%	-4%	1%	-9%	-2%	6%
Cc1ccc(-c2nc3c(c(=O)[nH]c(=O)n3Cc3ccccc3)n2Cc2ccccc2)o1	-9%	?	-23%	-9%	1%	-26%[10 µM]	?	-4%
Cc1ccc(C2NC(=O)c3c(sc(C)c3C)N2)c(O)c1 (stereo unspecified)	1%	-13%	?	-11%	4%	-17%	?	3%
COc1ccc(C(=O)Cn2c(Br)nc3c2c(=O)n(C)c(=O)n3C)cc1	-5%	1%	-4%	10%	3%	-19%[10 µM]	-14%	-4%
Cc1cccn2c(=O)c(/C=C(\C#N)C(=O)NC3CCS(=O)(=O)C3)c(N3CCC(C)CC3)nc12 (stereo unspecified)	3%	10%	1%	2%	?	16%[10 µM]	-1%	?
Cc1ccc(N2CCN(S(=O)(=O)c3ccc(F)c(C)c3)CC2)c(C)c1	-9%	4%	-18%	-1%	21%	17%[0.074 µM]	?	-1%
CCn1c2ccccc2c2nnc(SCc3ccc(C(=O)OC)o3)nc21	0%	5%	-19%	-25%	-9%	-35%	-16%	-8%
COc1ccc(OCC(=O)Nn2c(-c3ccc(C)cc3)nc3ccccc3c2=O)cc1	-17%	4%	-17%	0%	1%	-22%[10 µM]	-9%	-12%
COc1ccc(N2CCN(c3cc(C)nc4nncn34)CC2)cc1	·	-2%	-16%	9%[76.3 µM]	·	·	?	·
Cn1c(NC(=O)c2cccs2)cc(=O)n(C)c1=O	0%	-2%	-9%	12%	-9%	2%	-14%	-5%
Nc1ccc(Cc2ccc(N)c(C(=O)O)c2)cc1C(=O)O	4%	-9%	-12%	23%	5%	-3%&17%[10 µM]	-6%	3%
Cc1cccc2cc(CN(C(=O)c3cnccn3)C3CCCCC3)c(Cl)nc12	-19%	-3%	-23%	-2%	-8%	-10%[10 µM]	-25%	-6%
CO/N=C/c1ccc(Sc2ccccc2)c([N+](=O)[O-])c1	-3%	-4%	?	-1%	4%	-18%	?	1%
Nc1cccc(CN2CCCC2)c1	1%	-4%	4%	25%	7%	-9%[10 µM]	-1%	-2%
Cc1cc(C)n2nc(CNS(=O)(=O)c3ccc(F)cc3)nc2n1	·	-5%	-12%	4%&3%[76.3 µM]	·	·	-4%	·
